14-3-3 PPI – modulators of 14-3-3 gamma protein binding, primary screen, biochemical, fluorescence polarization. 160,000 tested, 0.19% active. AID 422, 2006. FP, 14-3-3gamma / TMR-pS259-Raf peptide binding. inhibition, % at 40 µM. 14-3-3 protein gamma (Homo sapiens), P61981; in the data active = inhibition above about 30%;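 also: 0% = protein plus tracer without compound and 100% = blank with tracer alone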
Target sequence (P61981 whole entry, looked up): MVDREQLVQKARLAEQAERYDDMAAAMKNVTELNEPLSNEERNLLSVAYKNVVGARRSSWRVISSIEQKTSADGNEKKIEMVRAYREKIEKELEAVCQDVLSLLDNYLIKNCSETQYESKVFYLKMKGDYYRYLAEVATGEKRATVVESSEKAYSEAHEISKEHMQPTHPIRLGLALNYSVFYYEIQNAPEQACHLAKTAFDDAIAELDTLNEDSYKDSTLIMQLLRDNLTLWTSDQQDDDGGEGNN
* = called active by the depositor; & = joins results of further samples. This is a subset; the hit share may differ from the screen's.

mol,14-3-3 PPI
Clc1ccc(-n2ncc3c(NCCN4CCOCC4)ncnc32)cc1,-4
COc1cccc(N2C(=O)Nc3ccc(Br)cc3C2(O)C(=O)NCc2ccccc2OC)c1 (stereo unspecified),-9
COc1cccc(NC(=O)c2ccc(Cn3nc(C)c(Cl)c3C)o2)c1,-3
CCC(C)OC(=O)C1=C(C)NC(=O)NC1c1ccc(F)cc1 (stereo unspecified),7
Cc1cc(C)cc(-n2cnc3cc(C(=O)NC4CCCCC4C)ccc32)c1 (stereo unspecified),-1
COC(=O)N1CC(=O)N(OC)C1c1ccc(Cl)cc1Cl (stereo unspecified),3
CCN(CC(O)Cn1c2ccccc2c2ccccc21)S(=O)(=O)c1ccc(Cl)cc1 (stereo unspecified),0
COc1ccc(-c2cc(C(F)(F)F)n3nc(C(=O)NCc4cccnc4)c(Cl)c3n2)cc1OC,9
CCN(C1CCCCC1)S(=O)(=O)c1ccc(S(=O)(=O)N2CCN(CCC#N)CC2)cc1,1
Cc1cc(C)n(-c2ccc(C(F)(F)F)cc2[N+](=O)[O-])n1,1

The listing continues.
mol,14-3-3 PPI
Cc1cc([N+](=O)[O-])ccc1NC(=O)c1cc2ccccc2oc1=O,-4
COc1ccc(CN2CCCC(C(=O)N3CCCCCC3)C2)cc1OC (stereo unspecified),9
Cc1ccc(Oc2ccc3c(c2)C(=O)N(c2ccccc2C(=O)O)C3=O)cc1C,-1
COCCNC(=S)c1ccc(OC)cc1,3
O=C(CSc1nc2[nH]ncc2c(=O)n1-c1ccccc1)NCc1ccccc1,0
COC(=O)c1cccc(OCC(O)Cn2ccnc2)c1 (stereo unspecified),-7
Cn1cc([N+](=O)[O-])c(C(=O)O)n1,2
Cc1cc(NS(=O)(=O)c2ccc(NC(=O)COc3cccc(C)c3C)cc2)nc(C)n1,-13
CCCCNC(=O)Cc1c(C(=O)O)[nH]c2ccccc12,-10
COCCn1c(=S)[nH]c2cc(C(=O)NCCN(C)C)ccc2c1=O,-4

Continued.
mol,14-3-3 PPI
Cc1cc(C)cc(OCC(=O)N2N=C(C(F)(F)F)CC2(O)C(C)(C)C)c1 (stereo unspecified),-6
CCCN(CCC)c1nc(NC2CCN(C(=O)OCC)CC2)nc(OC)n1,-2
S=C1NCN(Cc2ccccc2)CN1C1CCCCC1,2
O=C(C1CCN(S(=O)(=O)c2cccc3nsnc23)CC1)N1CC(=O)N(CCc2ccccc2)C(=O)C1,-3
COc1ccc(C(c2sc3nc(C)nn3c2O)N2CCC3(CC2)OCCO3)cc1 (stereo unspecified),-4
O=C1C(=O)N(CCN2CCOCC2)C(c2cccs2)/C1=C(\O)c1ccc(Cl)cc1 (stereo unspecified),-23
CC(=O)c1cccc(S(=O)(=O)NCC(c2ccco2)N2CCCCC2)c1 (stereo unspecified),4
COc1ccc(-c2csc(Nc3ncccn3)n2)cc1,7
CC1CCCC(C)N1C(=O)COC(=O)c1ccc[nH]c1=O (stereo unspecified),9
CC(C)=CCn1c(NCc2ccccc2)nc2c1c(=O)[nH]c(=O)n2C,5

Overlap with the part before: five compounds; new compounds follow.
mol,14-3-3 PPI
O=C1C(=O)N(CCN2CCOCC2)C(c2cccs2)/C1=C(\O)c1ccc(Cl)cc1 (stereo unspecified),-23
CC(=O)c1cccc(S(=O)(=O)NCC(c2ccco2)N2CCCCC2)c1 (stereo unspecified),4
COc1ccc(-c2csc(Nc3ncccn3)n2)cc1,7
CC1CCCC(C)N1C(=O)COC(=O)c1ccc[nH]c1=O (stereo unspecified),9
CC(C)=CCn1c(NCc2ccccc2)nc2c1c(=O)[nH]c(=O)n2C,5
CC(=O)c1ccc(N2CCN(c3ncnc4c3c(-c3ccccc3)cn4-c3ccccc3)CC2)cc1,-233
O=C(COC(=O)CN1C(=O)c2cccc([N+](=O)[O-])c2C1=O)OCN1C(=O)c2ccccc2C1=O,-1
CCCCCOC(=O)C1=C(C)NC2=C(C(=O)CC(C)(C)C2)C1c1ccccn1 (stereo unspecified),5
COc1ccc(NS(=O)(=O)c2cc(C(=O)Nc3ccc(Br)cc3)ccc2C)cc1,10
COc1ccc(OC(C)C(=O)NCc2cccnc2)cc1 (stereo unspecified),0
COc1ccc(NC(=O)COc2ccccc2)c(OC)c1,1
CCCOC(=O)C1=C(C)NC2=C(C(=O)CC(C)(C)C2)C1c1ccccc1 (stereo unspecified),0
O=c1c2cnn(-c3ccccc3)c2nnn1Cc1ccccn1,-7
CC(C)OCCCNC(=O)c1cc(Sc2ccc(Cl)cc2)nc2ccccc12,-8
CC1=C(C(=O)OC2CCCC2)C(c2ccc(Cl)cc2)NC(=O)N1 (stereo unspecified),26

Carrying on.
mol,14-3-3 PPI
Cn1c2c(c(=O)n(C)c1=O)CN(CCCN1CCOCC1)CN2,-6
O=C1C(Cl)=C(NCC2CCCO2)C(=O)N1CCc1ccccc1 (stereo unspecified),0
c1cncc(-c2nnc3n2N=C(c2cccs2)CS3)c1,4
Cc1cc(C)cc(-n2c(CCC(=O)O)ccc2-c2ccc(F)cc2)c1,-17
CCC(=O)N1c2ccc(S(=O)(=O)CCC(=O)NCCC3=CCCCC3)cc2CC1C (stereo unspecified),-6
CN1C(=O)CC(n2c(CO)nc3ccccc32)C1=O (stereo unspecified),5
CC(=O)Oc1ccc(C(=O)Nc2cc(C)on2)cc1,-1
NC(=O)CSc1nc2ccccc2n1-c1ccccc1,-2
Clc1ccc(C(c2ccccc2Cl)C(Cl)Cl)cc1 (stereo unspecified),-4
Cc1c(Cl)cccc1-n1ncnc1-c1cccc(Cl)c1,-10

The listing continues:
mol,14-3-3 PPI
O=C1C(c2ccccc2F)N(CCC2=CCCCC2)C(=O)CN1C1CCCCCC1 (stereo unspecified),-2
O=C(COc1ccccc1)NCc1nnc(SCC(=O)Nc2nccs2)n1-c1ccccc1,-6
CN1CCN(c2ccccc2NS(=O)(=O)c2ccc3c(c2)oc(=O)n3C)CC1,-14
C=CCC(C#Cc1ccccc1)N(C)C (stereo unspecified),-6&7
O=C(CSc1n[nH]c(-c2ccncc2)n1)c1ccccc1,-4
CCc1ccc(C2C(C(=O)OCCOC)=C(C)N=C3SCCC(=O)N32)cc1 (stereo unspecified),-7
Cc1cccc(-n2ccnc2SCC(=O)Nc2cccc(F)c2)c1,-4
COc1ccc(NC(=O)CN(C)S(=O)(=O)c2cccc3cccnc23)cc1,-1
COc1ccc(CCN2C(=O)CC(C(=O)Nc3ccc(Br)cc3)SC2=Nc2ccccc2)cc1 (stereo unspecified),-9
NC(=O)c1oc2ccccc2c1NC(=O)c1nc2ccccc2s1,-3

Later entries
mol,14-3-3 PPI
CCc1ccc(CN2CCN(CC3CC=CCC3)CC2)cc1 (stereo unspecified),-2
Cc1ccc(OCCn2c(CCCO)nc3ccccc32)cc1,7
Cc1ccc(/C(O)=C2\C(=O)C(=O)N(CCN3CCOCC3)C2c2ccc(N(C)C)cc2)cc1 (stereo unspecified),-3
C=CCN(C(=O)Cn1c(=O)n(-c2ccc(C)cc2)c(=O)c2ccccc21)c1ccccc1,3
CCN1CCCC1CNC(=O)c1cc2c(-c3ccc(Cl)cc3)nn(C)c2s1 (stereo unspecified),-11
Cc1ccc(-c2nc(Nc3cccc(C(=O)O)c3)c3ccccc3n2)cc1,-8
Fc1cccc(Cl)c1Cn1nnc(-c2ccc3c(c2)OCO3)n1,-8
COc1ccc(C2/C(=C(/O)c3ccccc3)C(=O)C(=O)N2CCN2CCOCC2)c(OC)c1 (stereo unspecified),-9
COc1cc(Cl)c(C)cc1NC(=O)CSc1nc2ccccc2o1,-18
Cc1cccc(C2C=C(c3ccc(Br)s3)Nc3nnnn32)c1 (stereo unspecified),48*

Six entries out of the list above, arranged by their value in 14-3-3 PPI, low to high.
| SMILES | 14-3-3 PPI |
| --- | --- |
| COc1ccc(C2/C(=C(/O)c3ccccc3)C(=O)C(=O)N2CCN2CCOCC2)c(OC)c1 (stereo unspecified) | -9 |
| Fc1cccc(Cl)c1Cn1nnc(-c2ccc3c(c2)OCO3)n1 | -8 |
| Cc1ccc(/C(O)=C2\C(=O)C(=O)N(CCN3CCOCC3)C2c2ccc(N(C)C)cc2)cc1 (stereo unspecified) | -3 |
| C=CCN(C(=O)Cn1c(=O)n(-c2ccc(C)cc2)c(=O)c2ccccc21)c1ccccc1 | 3 |
| Cc1ccc(OCCn2c(CCCO)nc3ccccc32)cc1 | 7 |
| Cc1cccc(C2C=C(c3ccc(Br)s3)Nc3nnnn32)c1 (stereo unspecified) | 48* |

Next part
mol,14-3-3 PPI
CCn1c(CN2CCN(C(=O)c3ccco3)CC2)nc2c1c(=O)n(C)c(=O)n2C,-4
Cc1cc(C)c2nc(NC(=O)C3CCCCC3)sc2c1,-25
COc1cc(C2C3=C(CC(C)(C)CC3=O)Nc3ccccc3N2C(=O)c2ccccc2)cc(OC)c1OC (stereo unspecified),-3
Cc1nn(Cc2ccc(Cl)cc2)c(C)c1NC(=O)c1cc(-c2ccc3c(c2)OCO3)on1,-5
CCOc1ccccc1C1C2=C(CC(C)(C)CC2=O)Nc2ccccc2N1C(=O)c1ccccc1 (stereo unspecified),-2
COc1cc(C2NC(=O)NC(C)=C2C(=O)OC2CCCCCC2)ccc1O (stereo unspecified),-8
CCN1CCN(Cc2ccc(OCc3ccccc3)cc2)CC1,-4
Cc1[nH]c2ccccc2c1C1=CN2CCS(=O)(=O)N=C2S1,0
CCOc1ccc(C(=O)Nc2ccc(C)cc2)cc1Br,0
O=C(c1ccc(-n2c(SCc3ccc(Cl)cc3)nc3ccccc3c2=O)cc1)N1CCOCC1,-7

Shown as a hit in 14-3-3 PPI, of those listed so far:
mol,14-3-3 PPI
Cc1cccc(C2C=C(c3ccc(Br)s3)Nc3nnnn32)c1 (stereo unspecified),48*

Remaining list, next part.
mol,14-3-3 PPI
COc1ccc(C2C=C(c3cccs3)Nc3ncnn32)c(OC)c1 (stereo unspecified),-58
CN(C)CCOC(c1ccccc1)c1ccccc1,-2&-10
O=C(O)C1CC(=O)N(Cc2cccs2)C1 (stereo unspecified),-1
Cc1ccc([N+](=O)[O-])cc1S(=O)(=O)N1CCCCC1,5
O=C(NCc1ccccn1)c1ccc2nc(-c3ccco3)c(-c3ccco3)nc2c1,-2
CC(C(=O)NCCc1cccc2ccccc12)N1C(=O)c2ccccc2C1=O (stereo unspecified),-5
O=C(c1ccc2nc(N3CCOCC3)sc2c1)N1CCN(C(=O)c2ccco2)CC1,1
CC1(C)CC(NC(=O)C23CCC(C)(/C(=N/O)C2)C3(C)C)CC(C)(C)N1 (stereo unspecified),28
Cc1cc(C)c(NC(=O)COc2ccc(Cl)cc2)c(C)c1,-21
CCc1cc2c(CN3CCN(CC)CC3)cc(=O)oc2cc1O,-4

Next section
mol,14-3-3 PPI
CC1(C)CC(C#N)(N2CCOCC2)CCO1 (stereo unspecified),4
CCc1ccc(NC(=O)CSc2nc3c(c(=O)n2-c2ccc([N+](=O)[O-])cc2)SCC3)cc1,-32
Cc1cc(C)cc(-n2nnc(C(=O)Nc3ccccc3)c2N)c1,0
CCOC(=O)N1CCN(C(=O)c2cc(-c3ccc(F)cc3)[nH]c2C)CC1,-2
CCCCOc1ccccc1NC(=O)C(C(F)(F)F)C(F)(F)F,-2
C=C(C)COc1ccc2oc(C)c(C(=O)OC)c2c1,3
CCOC(=O)c1c(NC(=O)c2ccc(Cl)cc2NS(=O)(=O)c2ccccc2)sc2c1CCCC2,9
CCCOC(=O)c1cccc(NC(=O)c2cccs2)c1,-10
CCOC(=O)c1c(-c2ccccc2)csc1NC(=O)COc1ccc(Cl)cc1C,-10
O=C(c1cccnc1)N1N=C(c2ccccc2)CC1(O)C(F)(F)F (stereo unspecified),11

Further compounds.
mol,14-3-3 PPI
O=C(Cn1cnc([N+](=O)[O-])n1)N1CCCC1,-4
CS(=O)(=O)N1CCC(C(=O)Nc2ccccc2F)CC1,-9
Cc1cccc(CN(C)CCc2ccccn2)c1,-2&-2
CC(C)c1ccc(S(=O)(=O)N(C(=O)c2ccncc2)c2ccc3oc4c(c3c2)CCCC4)cc1,-10
O=S(=O)(Nc1ccc(F)cc1)c1cccc2cccnc12,-7
O=C1c2ccccc2C2(c3ccccc3)NCCN12 (stereo unspecified),-1
CC1C=CCC2C(=O)N(c3cccc(C(=O)NCc4ccccc4)c3)C(=O)C12 (stereo unspecified),-3
c1cncc(Nc2nc(-c3ccncc3)cs2)c1,-6
CCOc1ccc(NC(=O)C2CC(=O)N(Cc3ccc4c(c3)OCO4)C(=Nc3ccccc3)S2)cc1 (stereo unspecified),-19
CSc1c(CC(=O)Nc2ccc(Cl)cc2)n(C)c2ccc(C)cc12,-16

Remaining list, next part
mol,14-3-3 PPI
Cc1ccccc1NS(=O)(=O)c1ccc2[nH]cc(C(=O)N(C)Cc3ccco3)c(=O)c2c1,-8&-12
Cn1c(=O)c2c(nc3n2CC(=O)N3c2ccc3c(c2)CCC3)n(C)c1=O,-8
CC(C)(C)c1ccc(C(=O)Nc2c3c(nn2-c2ccc(F)cc2)CSC3)cc1,-1
O=C(CN1C(=O)c2ccccc2S1(=O)=O)N1CCOCC1,-9
O=c1c2c3c(sc2nc2n1CCCCC2)CCCC3,0
Cc1cc(C)n(C(=O)CNC(=O)Cc2ccccc2)n1,-3
O=[N+]([O-])c1ccc(NCCCNS(=O)(=O)c2ccc(Cl)cc2)c(C(F)(F)F)c1,-5
COc1ccc(-n2cnc3cc(C(=O)NC4CCCC4)ccc32)cc1,-55
Cc1ccccc1C(=O)N1CCc2ccccc2C1,0
CC1CCc2c(sc(NC(=O)c3cc(=O)c4ccccc4o3)c2C#N)C1 (stereo unspecified),-4
CCCCCCOC(=O)C(C#N)c1nc2ccccc2nc1N1CCN(CC)CC1 (stereo unspecified),-13
COc1cc(C2NC(=O)N(C)C(C)=C2C(=O)OCCOc2ccccc2)ccc1O (stereo unspecified),4
COc1ccccc1-c1cc(-c2cc(Cl)ccc2O)n[nH]1,-7

From PubChem BioAssay
